Assay outcomes from PubChem BioAssay.
S1P4 antag – human S1P4 receptor antagonism; S1P4-expressing cells, antagonist mode, reporter read-out; inhibition, % at 4.98 µM; 220,000 compounds, 0.26% hits; O95977; in the data active means inhibition above about 29%;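 further: 0% = wells stimulated with agonist and 100% = vehicle wells without agonist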
S1P4 ag – human S1P4 receptor agonism. O95977. S1P4-expressing cell line, agonist reporter assay. activation, % at 4.98 µM. 220,000 compounds, 0.35% hits; in the data active means activation above about 11%;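 further: 0% = DMSO vehicle and 100% = reference agonist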
TRPN1 ag – zebrafish TRPN1 (NompC) channel agonism; HEK293 zebrafish TRPN1-YFP, Fluo-8 calcium fluorescence; 100% = response to 87 µM carbachol; activation, % at 3 µM; 220,000 compounds, 0.18% hits; AID 1424;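 active means activation above its plate's cutoff, the mean activation of test wells on that plate plus 3 SD, cut at about 19% in these data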;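 further: 0% = DMSO alone and 100% = 87 µM carbachol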
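Material: zebrafish TRPN1-YFP in HEK293 cells; Doses: single test compound dose, 3 µM nominal, 0.3% DMSO; Timing: dye loading 1 h at 37 °C, then 30 min room temperature; Technique: intracellular calcium fluorescence with Fluo-8; Benchmarks: high carbachol 87 µM, low DMSO alone.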
PERK inh – inhibitors of human PERK kinase; Q9NZJ5; CHO PERK-DD fusion, SEAP luminescence translation reporter; inhibition, % at 5.6 µM; 220,000 compounds, 0.17% hits; AID 1416;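 active means inhibition above the mean inhibition of all tested compounds plus 3 SD, set separately per screening campaign, cut at about 2.9% in these data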;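 further: PERK kinase domain activated by AP20187 dimerizer at 100 nM; 0% = DMSO with dimerizer and 100% = rapamycin at 8.4 µM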
EP2 mod – modulates human prostaglandin E2 receptor EP2 signaling; P43116; EP2-expressing cells, cAMP HTRF FRET, PGE2 co-stimulation; induction, % at 25 µM; 260,000 compounds, 0.83% hits; AID 940;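 active means compounds whose cAMP rise, as percent of the full-agonist control response, exceeds 60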;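 further: rat C6 glioma line stably carrying human EP2 under a CMV promoter; the protocol text gives 20 µM as final concentration; 100% = response of wells given 1 µM PGE2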
Target sequence (P43116 whole entry, looked up): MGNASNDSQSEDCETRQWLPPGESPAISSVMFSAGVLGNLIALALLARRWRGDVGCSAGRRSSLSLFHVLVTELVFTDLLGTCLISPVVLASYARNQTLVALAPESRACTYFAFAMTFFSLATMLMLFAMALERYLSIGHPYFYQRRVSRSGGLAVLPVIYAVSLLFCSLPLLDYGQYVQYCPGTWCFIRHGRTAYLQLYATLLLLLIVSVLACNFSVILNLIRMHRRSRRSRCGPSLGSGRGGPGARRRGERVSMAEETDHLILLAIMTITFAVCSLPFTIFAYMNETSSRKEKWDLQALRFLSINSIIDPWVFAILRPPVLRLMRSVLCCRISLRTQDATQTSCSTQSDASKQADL
TRPML3 ag – activates the human TRPML3 channel; HEK293 TRPML3-YFP, Fluo-8 calcium fluorescence; 100% = the carbachol control signal; activation, % at 3 µM; 220,000 compounds, 0.29% hits;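 active means activation above its plate's cutoff, the mean activation of the plate's test wells plus 3 SD, cut at about 12% in these data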;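 further: 0% = DMSO only wells and 100% = carbachol wells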
Target sequence (Q8TDD5 whole entry, looked up): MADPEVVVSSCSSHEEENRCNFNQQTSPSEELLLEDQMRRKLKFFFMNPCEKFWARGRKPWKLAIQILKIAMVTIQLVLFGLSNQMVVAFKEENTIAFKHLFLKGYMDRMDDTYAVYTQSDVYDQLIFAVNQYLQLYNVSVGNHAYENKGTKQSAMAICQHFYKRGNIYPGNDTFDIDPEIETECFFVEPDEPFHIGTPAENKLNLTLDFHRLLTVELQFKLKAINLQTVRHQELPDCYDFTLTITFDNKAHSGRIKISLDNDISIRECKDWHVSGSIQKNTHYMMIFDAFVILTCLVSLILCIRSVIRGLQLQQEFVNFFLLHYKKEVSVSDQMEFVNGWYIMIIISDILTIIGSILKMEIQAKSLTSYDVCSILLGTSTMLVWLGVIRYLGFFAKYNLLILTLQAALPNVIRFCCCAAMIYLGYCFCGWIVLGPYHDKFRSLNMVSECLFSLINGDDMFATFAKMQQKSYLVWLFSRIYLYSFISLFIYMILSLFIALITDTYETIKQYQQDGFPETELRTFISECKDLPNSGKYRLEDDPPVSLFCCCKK
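Test system: TRPML3-YFP stable HEK293 cells. Doses: single point at 3 µM. Incubation: dye loading 1 h 37 °C then 30 min ambient, 125 s read. Signal: Fluo-8 calcium dye fluorescence, ex 470-495, em 515-575 nm. Measure: percent activation from peak-to-basal fluorescence ratio, scaled between DMSO and carbachol.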
Ba/F3 V617F tox – loss of viability in JAK2V617F-driven Ba/F3 cells. AID 1446. Ba/F3 EpoR-JAK2V617F viability, ATP luminescence. 220,000 compounds, 1.1% hits. inhibition, % at 5.6 µM;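 active means inhibition above the campaign mean plus 3 SD over all tested compounds, cut at about 24% in these data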;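 further: cytokine-independent growth of Ba/F3 cells driven by EpoR plus mutant JAK2; 0% = DMSO-treated cells and 100% = JAK inhibitor I control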
Calpain2 inh – inhibitors of pig calpain II | purified calpain II, fluorogenic peptide substrate, 30 min | inhibition, % at 16 µM | 220,000 compounds, 0.37% hits | AID 1236;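 active means inhibition above about 50%, limit read from the data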
BaF3 parental – parental Ba/F3 viability inhibition as JAK2V617F counter-screen; 220,000 compounds, 1.1% hits; CellTiter-Glo ATP luminescence; inhibition, % at 5.6 µM;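 active means inhibition above a per-campaign cutoff, the mean inhibition of all tested compounds plus 3 SD, cut at about 27% in these data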;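 further: 0% = DMSO wells and 100% = JAK Inhibitor I control wells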
Numbers without * were called inactive; i = inactive; & = joins results of further samples.

No.	molecule	S1P4 antag	S1P4 ag	TRPN1 ag	PERK inh	EP2 mod	TRPML3 ag	Ba/F3 V617F tox	Calpain2 inh	BaF3 parental
1	Cc1oc(/N=C/c2ccc3c(c2)OCO3)c(C#N)c1C	6	1.1	1.8	1.6	14	0.3	0	27	4
2	Nc1nn(-c2ccccc2)nc1C(=O)OCc1ccccc1	-11	3.5	0.7	1.3	20	-0.3	-2	-246	-7
3	COc1ccc(C(=O)C2CCCN(Cc3cnc(N4CCOCC4)s3)C2)c(OC)c1 (configuration not stated)	-26	-0.3	3.9	1.3	-12	2.3	-1	18	0
4	Cc1ccn2cc(CSc3ccccc3)nc2c1	-3	1.4	-1.5	0.0	-43	-0.6	4	22	6
5	C=CCn1c(N2C(=O)CC(Cc3ccccc3)C2=O)nc2ccccc21 (configuration not stated)	-16	1.5	-1.1	-1.6	15	0.2	-1	-13	7
6	COc1ccc(S(=O)(=O)N2CCC(C(=O)N3CCOCC3)CC2)cc1Cl	1	-1.2	0.1	0.1	25	1.0	-3	-21	3
7	Cc1cccc(NC(=S)N(C)C)c1C	-7	3.2	1.4	0.4	-1	0.7	-3	-14	-3
8	O=C(N/N=C/c1ccc(-c2cccc([N+](=O)[O-])c2)o1)c1ccccc1O	-25	1.7	1.4	1.0	-70	0.1	1	11	12
9	CC(NC(=O)c1ccc2c(c1)OCCO2)C(=O)O (configuration not stated)	7	1.1	2.5	1.2	8&23	1.1	1	17	5
10	Cn1nc(-c2ccc(S(N)(=O)=O)s2)cc1C(F)(F)F	-7	-1.5	-0.2	1.2	-35	-0.2	0	9	-5
11	COc1ccc(C(=O)Nc2nc3cc(OC)c(OC)cc3c(=O)[nH]2)cc1	-13	1.0	1.0	0.7	-7	0.8	-1	-71	2
12	O=C(NC1CCCCCC1)C1c2ccccc2C(=O)N1Cc1ccco1 (configuration not stated)	-15	1.8	-0.6	-0.3	-4	-0.8	-1	-15	6
13	CCC(CC)NC(=O)c1cccc(Br)c1	5	-1.4	-1.3	0.6	0	-0.6	-3	-27	-1
14	Cc1ccc(NC(=O)Nc2nnc(-c3ccccc3F)s2)cc1	-7	-1.1	0.2	1.4	-30	0.4	-4	22	7
15	Cc1ccc(NC(=O)c2ccc(Oc3ncccn3)cc2)cc1	-8	1.2	0.8	2.0	-23	0.3	1	-22	4
16	O=C(CCSCc1cccc(Cl)c1)NCCc1ccccc1	6	-0.7	-2.9	0.6	-1	-0.9	-1	14	8
17	C/C(=C1/SC(=S)N(CCC(=O)O)C1=O)c1ccc(O)cc1	-23	1.5	-0.6	-0.6	-6	0.2	0	11	1
18	O=C1CC(N2CCN(c3ccccc3)CC2)C(=O)N1CCc1ccccc1 (configuration not stated)	-20	-0.5	1.9	0.1	-6	0.3	1	15	7
19	NC(=O)c1cc[n+](CC2=C(C(=O)O)N3C(=O)[C@@H](NC(=O)C(c4ccccc4)S(=O)(=O)[O-])[C@H]3SC2)cc1 (some centres not stated)	-40	0.7	-1.2	1.7	19	0.5	-6	-2	1
20	CN1CCN(Cc2nc3ccccc3c(=O)n2Cc2nc(-c3ccc4ccccc4c3)cs2)CC1	7	0.2	1.0	-0.7	-1	0.6	102*	-19	10

Part of the list above in order of count of non-hydrogen atoms, high to low.
No.	molecule	S1P4 antag	S1P4 ag	TRPN1 ag	PERK inh	EP2 mod	TRPML3 ag	Ba/F3 V617F tox	Calpain2 inh	BaF3 parental
19	NC(=O)c1cc[n+](CC2=C(C(=O)O)N3C(=O)[C@@H](NC(=O)C(c4ccccc4)S(=O)(=O)[O-])[C@H]3SC2)cc1 (some centres not stated)	-40	0.7	-1.2	1.7	19	0.5	-6	-2	1
3	COc1ccc(C(=O)C2CCCN(Cc3cnc(N4CCOCC4)s3)C2)c(OC)c1 (configuration not stated)	-26	-0.3	3.9	1.3	-12	2.3	-1	18	0
18	O=C1CC(N2CCN(c3ccccc3)CC2)C(=O)N1CCc1ccccc1 (configuration not stated)	-20	-0.5	1.9	0.1	-6	0.3	1	15	7
6	COc1ccc(S(=O)(=O)N2CCC(C(=O)N3CCOCC3)CC2)cc1Cl	1	-1.2	0.1	0.1	25	1.0	-3	-21	3

The list goes on:
No.	molecule	S1P4 antag	S1P4 ag	TRPN1 ag	PERK inh	EP2 mod	TRPML3 ag	Ba/F3 V617F tox	Calpain2 inh	BaF3 parental
21	COc1ccc(S(=O)(=O)N(CC(=O)Nc2ccc(S(=O)(=O)N3CCOCC3)cc2)c2ccccc2)cc1	-13	-2.0	0.4	-0.3	-2	1.3	-5	-68	7
22	CN=C1SC(CC(=O)Nc2sc3c(c2C#N)CCCC3)C(=O)N1C (configuration not stated)	-4	-0.1	0.5	-0.9	4	1.0	2	-2	4
23	CCOC(=O)C1CCCN(C(=O)C2CCN(S(=O)(=O)N3CCC4(CC3)OCCO4)CC2)C1 (configuration not stated)	1	0.2	1.1	-0.3	14	1.2	2	0	5
24	O=C(CSc1cccc[n+]1[O-])NN(c1ccccc1)c1ccccc1	11	0.7	-0.3	0.2	14	0.2	-3	-2	-2
25	Clc1ccccc1CSc1ncccn1	-13	-4.1	-0.8	0.8	31	-0.3	-3	29	2
26	Fc1ccccc1CSc1nnc2ccc(-c3ccncc3)nn12	-5	0.9	0.6	0.2	-1	0.6	3	0	7
27	Cc1cccc(NC(=S)NNC(=O)COc2ccc(Cl)cc2Cl)c1	-12	-1.5	-0.5	0.9	-13	-0.1	2	-15	9
28	O=C(Nc1ccccc1)c1ccc(S(=O)(=O)N2CCOCC2)cc1	-7	1.3	2.6	-2.0	-7	1.4	4	-16	7
29	Cc1nc(Nc2c(Cl)cccc2Cl)sc1C(=O)Nc1ccccc1	-3	1.9	-1.9	0.1	-3	0.0	-1	18	2
30	Cc1cc(C(=O)NNC(=S)NCc2ccco2)nn1C	-20	2.1	1.4	0.1	14	0.7	4	32	12
31	CCC/C(=N/NC(=O)c1csc(C)c1C)c1ccc(Cl)s1	-13	0.9	-0.3	0.4	-1	0.3	-2	-16	3
32	Cc1cc(NS(=O)(=O)c2ccc(NC(=O)/C=C/c3ccc(C)o3)cc2)nc(C)n1	-20	3.6	2.1	1.5	-29	0.8	0	-34	3
33	CCOC(=O)Cc1cnc(NC(=O)CSc2nc(N)cc(=O)[nH]2)s1	-15	1.6	-0.9	0.0	15	0.0	6	14	10
34	CCN(CC)S(=O)(=O)c1ccc(S(=O)(=O)Nc2ccc(C(=O)N3CCCC3)cc2)cc1	11	-3.2	0.2	0.8	15	1.6	-3	1	3
35	CC1CC(C)CN(C(=S)Nc2ccc(SC(F)F)cc2)C1 (configuration not stated)	-21	0.8	0.0	-0.2	-1	0.2	4	35	13
36	C=CCOc1cccc(C2/C(=C(/O)c3ccccc3)C(=O)C(=O)N2CCN2CCOCC2)c1 (configuration not stated)	7	-1.4	-0.3	0.5	0	0.7	-2	-8	0
37	CCOc1cc(NC(=S)NCCCN2CCOCC2)c(OCC)cc1NC(=O)c1ccccc1	2	0.2	0.5	0.8	-13	0.4	0	-56	10
38	O=C1c2ccccc2C(=O)N1Cc1ccccn1	-4	0.3	1.9	1.5	33	0.9	-1	-32	2
39	c1ccc2c(c1)CC1(CCCC1)n1nnnc1-2	-12	0.9	1.6	1.1	-14	0.8	-3	1	9
40	O=C(C1CCCN(S(=O)(=O)c2cccs2)C1)N1CCc2ccccc2C1 (configuration not stated)	-16	0.9	3.5	-1.1	-2	1.0	-1	-9	0
41	CCCC(=O)Nc1ccc(C(=O)NNC(=O)c2cccc([N+](=O)[O-])c2)cc1	-16	1.3	-0.3	1.6	-10	0.6	-7	-8	-1
42	CC(=O)Nc1ccc2[nH]c(C)c(CC=C(Cl)Cl)c(=O)c2c1	14	-1.5	5.4	-0.2	6	1.2	3	-5	4
43	COC(=O)c1ccc2c(c1)C(C)(C)C(/C=C/c1ccccc1O)=[N+]2C	37*	-1.1	9.3	-1.1	-4	8.6	3	i	14
44	COc1ccccc1NS(=O)(=O)c1ccc(C)c(C(=O)NCC2CCCO2)c1 (configuration not stated)	-1	-0.1	0.3	-0.2	7	0.7	-4	12	-3
45	Cc1c(C=O)c2ccccc2n1CC(=O)O	-4	0.7	0.8	-0.4	0	0.3	0	21	2
46	COc1ccc(-c2cc(C(F)(F)F)nc(S(C)(=O)=O)n2)cc1	16	-0.5	-0.3	0.3	12	0.0	-2	-462	4
47	O=C(c1ccc(Cl)cc1)c1coc2ccc(O)cc12	11	-2.0	-1.1	-0.2	-45	-1.5	7	-16	13
48	COc1ccc(S(=O)(=O)n2ccnc2)c2cccnc12	0	1.5	-0.9	1.3	-7	-0.1	-4	-59	1
49	O=c1c2ccccc2nnn1Cc1ccc(Br)cc1	-4	-0.6	0.3	0.1	48	0.2	-3	17	0
50	CC1CCCC(C)N1S(=O)(=O)c1ccc(NC(=O)CNCC2CCCO2)cc1 (configuration not stated)	0	0.6	2.4	-1.5	-8	1.8	3	25	5
51	Cc1cc(NC(=O)CN2C(=O)S/C(=C\c3ccccc3)C2=O)no1	-2	4.9	0.8	0.8	-4	1.4	-1	12	6
52	CCNC(=S)N(Cc1cccs1)Cc1cc2cc(OCC)ccc2[nH]c1=O	-17	0.4	0.5	-0.9	-46&-36	17*	2	-18	5
53	O=C(CCCSc1ccccc1)Nc1nc(-c2ccccn2)cs1	8	-3.5	-0.5	0.6	-65	1.0	0	-46	2
54	CC(C)OC(=O)c1c(N)n(CCCN2CCOCC2)c2nc3ccccc3nc12	-2	3.6	-1.0	-2.5	7	0.2	3	i	5
55	Cc1[nH]ccc(=O)c1OCC(=O)O	9	-0.8	0.7	2.7	16	0.8	-3	-19	1
56	CN(C)c1c(F)cc(-c2nn[nH]n2)cc1F	-1	-0.1	0.1	1.7	23	0.5	-2	-13	0
57	C/C(=N\NC(=O)C(=O)Nc1ccc(C)cc1)c1ccncc1	-11	-0.2	2.0	-1.1	-15	0.8	-1	-10	5
58	CC(NC(=O)CCc1nnc(C2(c3ccc(Cl)cc3)CCC2)o1)C1CC1 (configuration not stated)	1	0.4	-1.5	1.0	15	-0.2	1	-11	2
59	Cc1cccc2c(CC(=O)Nc3ccccc3)noc12	-4	0.5	0.0	0.5	5	0.1	-1	-14	5
60	Cc1cc(C)nc(SC2CCCCC2NS(=O)(=O)c2ccccc2)n1 (configuration not stated)	-10	-0.9	0.1	0.2	31	0.9	2	-6	9
61	O=C(c1ccccc1)c1sc(N2CCCCCC2)nc1-c1ccccc1	-8	-0.3	-1.9	-0.4	17	-0.9	0	32	5
62	COc1ccccc1OCC(=O)n1cc(C(=O)c2cc(Cl)cc(Cl)c2O)cn1	-17	1.6	1.2	0.4	7	0.5	4	10	3
63	S=c1[nH]c2ccc(Cl)cc2s1	8	0.1	2.4	0.6	-4	1.3	2	-11	-2
64	Cc1cccc(NC(=O)c2ccc([N+](=O)[O-])s2)c1C	-13	-0.8	0.7	0.4	-43	-0.2	1	8	11
65	Cn1c(CCNC(=O)c2ccc(Cl)cc2)n[nH]c1=S	2	1.1	-1.9	1.5	11	-0.1	0	-16	-1
66	CCOC(=O)NC(C(Cl)(Cl)Cl)S(=O)(=O)c1ccccc1 (configuration not stated)	2	0.3	-1.2	1.3	11	0.3	1	18	0
67	O=C(Cn1cccc1C(=O)c1ccccc1)NCc1ccc(Cl)cc1	-5	-0.8	-1.2	-0.2	18	-0.1	5	-6	5
